ALDH1A1 inh = qHTS Assay for Inhibitors of Aldehyde Dehydrogenase 1 (ALDH1A1) | 220,000 tested, 7.3% active | Purified ALDH1A1, NADH fluorescence, propionaldehyde substrate | Aldehyde dehydrogenase 1A1 (Homo sapiens), P00352 | AID 1030, 2008 | Potency, µM (series often up to 75.3 µM), without a hit: at the highest dose activity, negative = inhibition, usual class: inhibitors; active means well fitted inhibition curve with a large enough effect, not every such curve was filed as active; inconclusive means small, poorly fitted or top-dose-only effect, or another doubt; inactive means no such curve, though single readings can be large or run the other way;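 further: plate controls were no enzyme wells and a reference inhibitor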
Target sequence (P00352 whole entry, looked up): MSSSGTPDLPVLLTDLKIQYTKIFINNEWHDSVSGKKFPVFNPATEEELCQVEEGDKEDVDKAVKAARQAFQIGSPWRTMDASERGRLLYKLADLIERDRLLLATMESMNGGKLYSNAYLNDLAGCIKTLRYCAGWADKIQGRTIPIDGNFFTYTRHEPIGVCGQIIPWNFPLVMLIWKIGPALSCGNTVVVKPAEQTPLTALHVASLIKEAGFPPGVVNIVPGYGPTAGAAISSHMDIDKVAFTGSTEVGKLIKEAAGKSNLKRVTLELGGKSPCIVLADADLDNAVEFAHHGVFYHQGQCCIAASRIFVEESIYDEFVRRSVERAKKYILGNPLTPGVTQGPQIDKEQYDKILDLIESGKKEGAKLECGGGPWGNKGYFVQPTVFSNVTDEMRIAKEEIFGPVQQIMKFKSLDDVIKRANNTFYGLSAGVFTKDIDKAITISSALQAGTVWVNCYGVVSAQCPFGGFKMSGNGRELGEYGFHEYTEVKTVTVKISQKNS
Tau ThT inhib = qHTS for Inhibitors of Tau Fibril Formation, Thioflavin T Binding. Microtubule-associated protein tau (Homo sapiens), P10636. recombinant tau K18 P301L, heparin-induced fibrillization, ThT fluorescence. Potency, µM (doses to about 57.4 µM), for the others: at the top dose activity, negative = inhibition, usual class: inhibitors. 270,000 tested, 2.1% active; further: on the % scale 0 is the no-effect control and ±100 the full control effect; nearly all actives have a fitted effect of over 55% in size
Target sequence (P10636 561-689 P618L limits assumed): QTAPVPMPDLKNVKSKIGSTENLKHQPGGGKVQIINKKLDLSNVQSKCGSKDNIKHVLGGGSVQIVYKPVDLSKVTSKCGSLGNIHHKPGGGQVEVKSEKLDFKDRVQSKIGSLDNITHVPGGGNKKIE
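Heparin-induced fibrillization of the P301L-mutant K18 repeat-domain fragment of human tau was followed by ThT binding in quantitative high-throughput format.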
SMN2 splice enh = qHTS Assay for Enhancers of SMN2 Splice Variant Expression. Potency, µM (highest dose often 46.1 µM), for the others: top-dose activity change, positive = activation, actives largely listed as activators. HEK293 SMN2-luciferase splicing reporter, luminescence, 30-36 h. AID 1458, 2008. 210,000 tested, 2.8% active; further: % of control where 0% means no effect; nearly all actives have a fitted effect of over 55% in size
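HEK293 cells carry an SMN2 minigene-luciferase reporter in which exon 7 inclusion puts luciferase in frame. Cells were seeded at 2000 cells/well, attached for 10-12 hours, then exposed to compounds for 30-36 hours at 37C before ONE-Glo luminescence.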
HTT aggregate = qHTS Multiplex Assay to Identify Dual Action Probes in a Cell Model of Huntington: Aggregate Formation (GFP); PC12 HttQ103-GFP aggregates, Acumen cytometry, 40 h; Potency, µM (doses to about 46.1 µM), for inactives: at the top dose activity change, negative = inhibition, hits mostly inhibitors; 220,000 tested, 1.1% active; AID 1688, 2009; further: on the % scale 0 is the no-effect control and ±100 the full control effect; nearly all actives have a fitted effect of over 60% in size
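Using laser scanning cytometry, GFP-positive aggregates were counted after lysis of PC12 cells induced with 100 nM tebufenozide to express HTT exon 1 Q103–GFP. Compounds were tested in titration.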
Tau fibril FP = qHTS for Inhibitors of Tau Fibril Formation, Fluorescence Polarization. Microtubule-associated protein tau (Homo sapiens), P10636. K18 P301L tau heparin fibrillization, Alexa594 FP, 6 h. Potency, µM (titrated, usually from 57.7 µM), for the others: top-dose activity, negative = inhibition, most hits filed as inhibitors. 280,000 tested, 0.39% active. AID 1468, 2008; further: on the % scale 0 is the no-effect control and ±100 the full control effect; nearly all actives have a fitted effect of over 55% in size
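Human K18 P301L fragment (15 uM unlabeled plus 0.24 uM Alexa 594-labeled) in 100 mM sodium acetate pH 7 with compound, aggregation induced by 20 uM heparin for 6 hr at 37 C. ThT (30 uM) added for 1 hr, then Alexa 594 FP read.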
Tau fluor cs = Counterscreen qHTS for Inhibitors of Tau Fibril Formation, Fluorescence Polarization. tau K18 P301L (four-repeat tau fragment) Alexa594 fluorescence, heparin fibrillization. Potency, µM (highest dose often 57.7 µM), inactives show at the highest dose activity change, negative = decrease. 280,000 tested, 0.93% active; further: on the % scale 0 is the no-effect control and ±100 the full control effect; nearly all actives have a fitted effect of over 55% in size
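Human K18 P301L tau (15 uM unlabeled plus 0.24 uM Alexa 594-labeled, final) in 100 mM sodium acetate pH 7 was mixed with compound and 20 uM heparin and incubated 6 hr at 37 C.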
KDM4E inh = qHTS Assay for Inhibitors of Human Jumonji Domain Containing 2E (JMJD2E) | JMJD2E catalytic domain, FDH-coupled NADH fluorescence (FDH is formaldehyde dehydrogenase) | Potency, µM (highest dose often 57.1 µM), for the others: at the highest dose activity change, negative = inhibition, most hits filed as inhibitors | 230,000 tested, 1.6% active | AID 2147, 2009; active means well fitted inhibition curve with a large enough effect, not every such curve was filed as active; inconclusive means small, poorly fitted or top-dose-only effect, or another doubt; inactive means no such curve, though single readings can be large or run the other way;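 further: 0% = wells with enzyme and -100% = buffer wells without enzyme; nearly all actives have a fitted effect of over 50% in size; many of its hits are not listed in these tables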
Target sequence (B2RXH2 1-337 limits assumed): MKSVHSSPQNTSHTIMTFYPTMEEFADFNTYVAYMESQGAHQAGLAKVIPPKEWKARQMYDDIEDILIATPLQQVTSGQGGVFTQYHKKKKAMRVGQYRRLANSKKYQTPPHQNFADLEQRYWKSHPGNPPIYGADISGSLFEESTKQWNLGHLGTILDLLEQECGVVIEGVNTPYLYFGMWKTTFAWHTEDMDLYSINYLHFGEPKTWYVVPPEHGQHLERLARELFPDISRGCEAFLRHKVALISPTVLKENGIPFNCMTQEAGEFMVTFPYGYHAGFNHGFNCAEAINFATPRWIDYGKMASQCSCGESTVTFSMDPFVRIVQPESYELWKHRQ
HTT cytoprotect = qHTS Multiplex Assay to Identify Dual Action Probes in a Cell Model of Huntington: Cytoprotection (ATP). PC12 HTT-Q103 induced, cytoprotection, ATP luminescence, 40 h. Potency, µM (doses to about 56.4 µM), inactives show cytoprotection (ATP increase), actives largely listed as activators. 230,000 tested, 0.14% active. AID 1471, 2008;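 further: % of control where 0% means no effect; nearly all actives have a fitted effect of over 45% in size; toxic huntingtin expression switched on by the ecdysone agonist tebufenozide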
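ATP quantification (ATPlite) reports survival of PC12 cells in which tebufenozide, 100 nM final, switches on Htt exon 1 with 103 glutamines linked to GFP; compounds are titrated.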
* marks the source's active call; other numbers are inactive results; ? = inconclusive; nt = no result given; & = joins results of further samples; [ ] = remark or other dose. Unless noted, the call rests on the fitted dose curve; in most records, active means well fitted curve in the direction sought with a large enough effect; inconclusive means small, poorly fitted or top-dose-only effect, or another doubt; inactive means no such curve, though single readings can be large; an effect the other way counts as inactive or inconclusive. Potency means the concentration at half of the fitted maximal effect.

1. CCNC(=S)N=Nc1c(O)n(Cc2ccc(Cl)cc2)c2ccccc12
2. O=C(C1=NN(c2ccccc2)C2C(=O)N(c3cccc(Cl)c3)C(=O)C12)c1ccccc1 (stereo unspecified)
3. COCCOC(=O)c1ccc(NC(=O)COc2ccc([N+](=O)[O-])cc2)cc1
4. COc1cc(/C=N/NC(=O)c2cc(C)oc2C)ccc1O
5. COc1ccc(/C=N/NC(=O)c2nc(-c3ccccc3)cc(-c3ccccc3)n2)cc1
6. COc1cc2c(cc1OC)C(COc1ccc3c(C)cc(=O)oc3c1)N(C(=O)c1ccccc1C)CC2 (stereo unspecified)
7. Cc1nc(-n2cc(F)c(=O)[nH]c2=O)c2nc(C)oc2n1
8. CCc1nnc2c(Nc3cc(OC)c(Cl)cc3OC)nc3ccccc3n12
Compound	1	2	3	4	5	6	7	8
ALDH1A1 inh	3.5µM*	-6%	-13%	-1%	?	nt	2%	nt
Tau ThT inhib	?	-19%	?	?	?	1%	-5%	-5%
SMN2 splice enh	-11%	12%	-5%	nt	-32%[inhibitor]	3%	2%	-6%
HTT aggregate	-8%	-28%	13%	8%	?	nt	-6%	nt
Tau fibril FP	4%	-9%	-3%	0%	-12%	-10%	-5%	-5%
Tau fluor cs	?	-12%	-8%	-18%	-27%	-1%	-1%	-9%
KDM4E inh	3%	-24%	5%	-13%	?	nt	-7%	nt
HTT cytoprotect	9%[10 µM]	21%[10 µM]	-43%[inhibitor]	-29%	-62%[inhibitor]	nt	16%[10 µM]	nt

9. CC(C)Cc1cc(C(=O)Nc2cccc(O)c2)no1
10. O=c1cc(-c2ccccc2)oc2cc(O[C@@H]3O[C@H](CO)[C@@H](O)[C@H](O)[C@H]3O)c(O)c(O)c12
11. Cc1cccc(NC(=S)NCc2ccc3c(c2)OCO3)c1C
12. Cc1cccc(N2CC(C(=O)OCC(=O)c3ccc(OC(=O)c4cccs4)cc3)CC2=O)c1C (stereo unspecified)
13. Cc1cc(C)cc(Nc2ncc3c(n2)CCCC3=O)c1
14. CC(C)C(=O)Nc1ccc(Cc2ccc(NC(=O)C(C)C)c(O)c2)cc1O
15. Cc1cccc(C)c1N1C(=O)CC(N(O)c2ccccc2)C1=O (stereo unspecified)
16. COC(=O)C1=C(C)N(C(C)C)C(=O)C1(NC(=O)c1ccccc1OC)C(F)(F)F (stereo unspecified)
Compound	9	10	11	12	13	14	15	16
ALDH1A1 inh	nt	?	?	-2%	6%	14%	?	nt
Tau ThT inhib	-2%	?	0%	-13%	-4%	-5%	-17%	-9%
SMN2 splice enh	nt	nt	12%	-1%	2.5µM*	-9%	-12%	-12%
HTT aggregate	25%[9.22 µM]	nt	?	5%	-2%	5%	14%	nt
Tau fibril FP	8%	0%	-4%	2%	3%	0%	-5%	-3%
Tau fluor cs	-5%	-30%	-1%	2%	2%	-17%	-11%	-11%
KDM4E inh	-6%	13µM*	3%	3%	8%	-1%	3%	nt
HTT cytoprotect	12%[10 µM]	-1%[1.9 µM]	17%[10 µM]	15%	-22%	-2%	-5%[0.074 µM]	nt

17. Cc1sc2ncnc(SCC(=O)NNC(=O)c3ccco3)c2c1C
18. O=C(O)CN1C(=O)/C(=C/c2ccsc2)SC1=S
19. O=C(Nc1cccnc1)c1cc(-c2ccco2)on1
20. CCCCN(C)CCn1c(=S)[nH]c2cc(OCC)c(OCC)cc2c1=O
21. CC(C)N(C(=O)CSc1nnc(CNc2ccc(F)cc2)o1)C(C)C
22. O=C(Nc1ccc(Cl)cc1)c1cc2c(cc1O)[nH]c1ccccc12
23. CN(C(=O)c1ccncc1)c1nnc(-c2cnccn2)s1
24. CCOC(=O)c1c(NC(=O)Cn2nnc(-c3ccc(Cl)cc3)n2)sc(C)c1C
Compound	17	18	19	20	21	22	23	24
ALDH1A1 inh	-8%	-11%	-13%	2%	1%	nt	-4%	1%
Tau ThT inhib	-5%	-13%	-6%	-4%	4%	?	4%	-15%
SMN2 splice enh	-5%	-12%	-3%	-26%	4%	nt	18%	-3%
HTT aggregate	8%	13%	9%	10%	15%	-36%[9.22 µM]	-13%	-3%
Tau fibril FP	-2%	-6%	7%	-3%	12%	-1%	10%	-10%
Tau fluor cs	1%	7%	-2%	-6%	4%	4µM*[quencher]	5%	-13%
KDM4E inh	-5%	-14%	-1%	-9%	-4%	?	-12%	-5%
HTT cytoprotect	11%[10 µM]	-15%	-7%	-11%	-5%[10 µM]	-25%[10 µM]	-21%[10 µM]	-16%

25. CCOC(=O)N1CCC2(CC1)C(C#N)=C(N)OC1=C2C(=O)CC(C)C1 (stereo unspecified)
26. CCOC(=O)c1c(NC(=O)CSc2nnnn2C)sc(C(=O)N(C)C)c1C
27. CC(NS(C)(=O)=O)C(c1cccs1)N1CCN(c2ccc(F)cc2)CC1 (stereo unspecified)
28. COc1ccc(N(C(C)C(=O)Nc2cccnc2)S(C)(=O)=O)cc1 (stereo unspecified)
29. Cc1ccc(NC(=O)CSc2nc3ccccc3c3nc4ccccc4n23)cc1
30. C/C(=C\C(=O)N1CCc2ccccc21)C(=O)O
31. O=C1[C@@H]2[C@H]3CC[C@H](C3)[C@@H]2C(=O)N1O
32. COC(=O)C1=C(O)C2(C(=O)O)CC(C(=O)OC)=C(O)C(C(=O)O)(C1)C2
Compound	25	26	27	28	29	30	31	32
ALDH1A1 inh	-2%	3%	-1%	9%	-6%	-13%	nt	nt
Tau ThT inhib	-8%	-7%	-20%	5%	-15%	-22%	-7%	nt
SMN2 splice enh	-14%	3%	-7%	nt	-5%	-5%	nt	nt
HTT aggregate	-6%	-7%	5%	6%[9.22 µM]	11%	-11%	-5%[9.22 µM]	-13%[9.22 µM]
Tau fibril FP	-6%	7%	9%	-4%	-13%	-6%	-20%	5%
Tau fluor cs	-6%	-1%	-25%	0%	-15%	-21%	-16%	3%
KDM4E inh	-3%	-4%	-11%	1%	-2%	0%	3%	3%
HTT cytoprotect	12%	-34%[inhibitor]	3%[10 µM]	-1%[10 µM]	-51%[inhibitor][10 µM]	-7%	1%[10 µM]	-3%[10 µM]

Single records (already shown).
Cc1cc(C)cc(Nc2ncc3c(n2)CCCC3=O)c1 is entered as ALDH1A1 inh = 6%; Tau ThT inhib = -4%; SMN2 splice enh = 2.5µM*; HTT aggregate = -2%; Tau fibril FP = 3%; Tau fluor cs = 2%; KDM4E inh = 8%; HTT cytoprotect = -22%
O=C1[C@@H]2[C@H]3CC[C@H](C3)[C@@H]2C(=O)N1O is entered as ALDH1A1 inh = nt; Tau ThT inhib = -7%; SMN2 splice enh = nt; HTT aggregate = -5%[9.22 µM]; Tau fibril FP = -20%; Tau fluor cs = -16%; KDM4E inh = 3%; HTT cytoprotect = 1%[10 µM]
COc1ccc(N(C(C)C(=O)Nc2cccnc2)S(C)(=O)=O)cc1 (stereo unspecified) is entered as ALDH1A1 inh = 9%; Tau ThT inhib = 5%; SMN2 splice enh = nt; HTT aggregate = 6%[9.22 µM]; Tau fibril FP = -4%; Tau fluor cs = 0%; KDM4E inh = 1%; HTT cytoprotect = -1%[10 µM]

(continued)
33. Cc1ccccc1OCC(=O)N/N=C/c1sc(=O)n(Cc2cccc(C(=O)O)c2)c1Cl
34. CCCCn1c(=O)[nH]c2nc3cc(N)ccc3nc2c1=O
35. NC(=O)[C@H]1CC2(CC(c3cccc(NC(=O)COc4ccc(Cl)cc4)c3)=NO2)CN1C(=O)c1ccc(Cl)cc1 (stereo partly specified)
36. CC(C)(C)N1C(=O)[C@H]2[C@@H]3[C@H](O)[C@H](O)CC(=O)[C@H]3CC[C@H]2C1=O
37. Cn1c(CCCOc2ccc(Cl)cc2Cl)nnc1SCC(=O)Nc1nccs1
38. COCC(=O)Nc1ccc(-c2cn3cccnc3n2)cc1
39. Cc1ccc(CNC(=O)CN2CCN(Cc3ccc(F)cc3Cl)C2=O)cc1
40. OCCOCCn1c2ccccc2c2ccccc21
41. CCOC(=O)/C(C#N)=C/C=C1/C=CC=CN1C
42. Fc1ccc(NC(=S)Nc2ccc(F)c(Cl)c2)cc1Cl
Compound	33	34	35	36	37	38	39	40	41	42
ALDH1A1 inh	nt	?	nt	7%&7%[13.5 µM]	6%	?	nt	2%	?	?
Tau ThT inhib	-4%	3%	-16%	-7%&-2%[11.5 µM]	?	-13%	-9%	1%	?	17%
SMN2 splice enh	nt	?	nt	nt	-5%	-11%	4%	5%	nt	-11%
HTT aggregate	11%[9.22 µM]	27%	7%[9.22 µM]	nt	-9%	-6%	nt	5%	-15%[9.22 µM]	?
Tau fibril FP	-10%	-12%	-2%	-7%&1%[11.6 µM]	-9%	-11%	1%	-3%	0%	?
Tau fluor cs	-4%	-7%	?	-3%&1%[11.6 µM]	-21%	-6%	-13%	-2%	6%	?
KDM4E inh	-7%	-3%	4%	nt	5%	?	nt	-14%	-5%	-6%
HTT cytoprotect	13%[10 µM]	-5%[10 µM]	4%[10 µM]	-17%&7%[10 µM]	-2%[10 µM]	-27%	nt	13%[0.074 µM]	-10%[10 µM]	-26%

Screening results as filed in PubChem BioAssay.

A portion of the library; the hit share may differ from the screen's.
